High-throughput results deposited in PubChem by Broad Institute.
PGC1a acetyl inh: inhibitors of PGC1a acetylation signal, primary screen, cell-based, U2OS, AlphaScreen, inhibitor mode. 350,000 tested, 0.17% active. AlphaScreen anti-acetyl-lysine; with virally co-expressed GCN5 acetyltransferase. AID 651687, 2012. inhibition, % at 15.6 µM;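 active = every replicate shows inhibition of at least 40%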;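 note: 0% = neutral control wells and 100% = positive control wells; some results beyond the cut were filed as inactive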
miR-122 sensor: miR-122 Renilla sensor signal increase in Huh7, primary screen, miR-122 inhibitor project, cell-based, single point, plate reader; Huh7 miR-122 Renilla luciferase sensor, 48 h; neutral wells = 0, positive control = 100; activation (reporter increase), % at 12.5 µM; 340,000 tested, 0.3% active; AID 602342, 2012;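 active = mean replicate activation score at least 90 and every replicate individually at or above 90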;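 note: higher luciferase means less miR-122 activity so hits act as miR-122 inhibitors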
INS-1E GSIS act: GLuc luminescence reporter in INS-1E cells, primary screen for activators of glucose-dependent secretion of insulin. INS-1E GLuc reporter insulin secretion, 2-3 h. AID 743287, 2014. 370,000 tested, 0.61% active. activation, % at 16.6 µM;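 active = lowest replicate activation of at least 40%, so every replicate reaches that level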;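 note: 0% = median of neutral control wells and 100% = median of IBMX positive control wells; some compounds called inactive have numbers as strong as hits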
Cneo AK release: Cryptococcus neoformans cell lysis inducers, primary screen, AK release luminescence, single concentration | C. neoformans lysis, adenylate kinase release luminescence, 4 h; normalised: neutral wells 0, clomiphene wells 100 | lysis activity, % at 15 µM | 360,000 tested, 0.2% active | AID 651654, 2012;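 active = mean lysis activity across replicates of at least 80%, whatever share of replicates individually reach that level; inactive = mean lysis activity below 80%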
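Assay system: Cryptococcus neoformans yeast cells / Dosing: single-point compound dose / Timing: 4 h at 37 °C static, read 1 h later / Measured by: luminescence of released adenylate kinase using an AK detection reagent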
FN deposition inh: inhibitors of fibronectin matrix deposition, primary screen, AH1F cells, Alexa488-fibronectin fluorescence, plate reader; AID 743247, 2014; 350,000 tested, 0.086% active; inhibition, % at 12.6 µM; AH1F fibroblasts, overnight;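 active = mean inhibition across replicates of 30% or more, regardless of how many single replicates reach that level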;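 note: positive control wells lacked labelled fibronectin entirely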
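Material: AH1F fibroblast monolayer depositing Alexa488-labelled fibronectin into matrix / Amount: 10000 AH1F cells per well / Signal: fluorescence 485/525 nm / Medium: DMEM, 2% serum / Compound: single dose, pinned / Incubation: 1 h cell adhesion before compound, then overnight fibronectin incubation / Reagent: Alexa488-FN, 24 nM final / Read-out: inhibition of fibronectin deposition signal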
PglD DTNB: C. jejuni PglD acetyltransferase inhibitors, primary screen, biochemical, DTNB colorimetric, single point; inhibition, % at 12.5 µM; 360,000 tested, 0.098% active; purified PglD enzyme, DTNB colorimetric CoA detection; AID 602405, 2012; UDP-N-acetylbacillosamine N-acetyltransferase PglD (Campylobacter jejuni); in the data active = inhibition above about 16%, passing the limit was not always enough; note: strong numbers were not always called active
F508del corr: F508del CFTR correction, initial screen, CFBE line, single point | 350,000 tested, 0.36% active | CFBE cells, YFP halide quenching; stimulated with forskolin plus potentiator P3; % fluorescence drop versus neutral controls | activity (quench increase), % at 7.58 µM | AID 720511, 2013;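 active = mean added fluorescence quench of at least 8% versus neutral control, with both replicates also reaching 8%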;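 note: cells transiently co-express mutant CFTR-F508del with the halide-sensitive YFP; corrector assay measuring rescue of mutant channel to the surface after 24 h compound exposure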
C2C12 statin: suppressors of statin myotoxicity in C2C12 myotubes, primary screen, cell-based, single point, plate reader; C2C12 myotubes + simvastatin, ATP luminescence, 48 h; scaled: DMSO 0, geranylgeraniol control 100; rescue of ATP level, % at 7.49 µM; 330,000 tested, 0.78% active; AID 602340, 2012;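 active = mean ATP rescue above about 67%, or every replicate alone reaching that limit, limit read from the data, passing the limit was not always enough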;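 note: myotubes were challenged with 10 µM simvastatin during compound exposure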
Active calls of the source: *; . = no result given; [ ] = another dose, or the depositor's remark.

item | molecule | C2C12 statin | INS-1E GSIS act | F508del corr | Cneo AK release | PglD DTNB | miR-122 sensor | PGC1a acetyl inh | FN deposition inh
1 | Cc1[nH]c2ccc(C(=O)N3CCN(C)CC3)cc2c1C | 15 | 9 | -3.1 | 0 | 4 | -1 | 1 | -6
2 | CCCCN(Cc1ccco1)C(=O)C1CCCN(c2ncnc3c2nc2n3CCCCC2)C1 (stereo unspecified) | -9 | -46 | -0.9 | -2 | -4 | -4 | -8 | 0
3 | COc1ccc(N(Cc2ccccc2)C(=O)c2ccccc2[N+](=O)[O-])cc1 | . | -35 | 2.4 | -6 | 2 | -3 | -13 | .
4 | c1ccc(-c2[nH]ncc2-c2nc3ccccc3[nH]2)cc1 | 34 | -5 | . | 1 | -4 | -4 | -33 | .
5 | COC(=O)[C@@]12CCCCN1[C@H](c1ccc(-c3cccc(Cl)c3)c(OC)c1)[C@@H]1C(=O)N(C)C(=O)[C@@H]12 | 137* | -33 | -0.4 | 1 | -3 | -4 | 0 | -12
6 | C[C@H](CO)N1C[C@H](C)[C@H](CN(C)Cc2cccnc2)Oc2cc(Br)ccc2S1(=O)=O | 6 | . | -0.2 | 2 | 5 | . | -11 | .
7 | O=C(CC[C@H]1O[C@@H](n2cnc3c(NC(=O)c4ccccc4)ncnc32)[C@H](O)[C@@H]1O)NCc1ccco1 | 7 | 11 | -1.0 | 0 | 0 | -4 | 19 | .
8 | COc1ccc(Nc2nc(C)nc3sc4c(c23)CCC4)cc1O | . | 2 | 0.6 | 3 | 3 | 6 | -9 | 3

Entries by screen from the entries so far:
Nos. 1–8 in miR-122 sensor: -1, -4, -3, -4, -4, ., -4, 6

Carrying on:
item | molecule | C2C12 statin | INS-1E GSIS act | F508del corr | Cneo AK release | PglD DTNB | miR-122 sensor | PGC1a acetyl inh | FN deposition inh
9 | CC(=O)c1c(N2CCOCC2)nc(=S)n(-c2cc(C)ccc2C)c1C | 1 | 33 | -2.3 | 2 | 3 | 3 | -7 | .
10 | CCOC(=O)CNC(=O)c1ccc(Cl)s1 | 0 | 8 | 1.7 | 7 | -5 | -7 | -5 | 0
11 | Cc1cccc(S(=O)(=O)N2CC[C@@H]3[C@H](CO)N(C)c4ccc(C#Cc5ccc(F)cc5)cc4[C@@H]32)c1 | -153 | . | 4.1 | -21 | 0 | -2[16.7 µM] | -15 | .
12 | C/C(=N\Nc1cc(N2CCCCC2)nc(C)n1)c1ccc(Br)cc1 | -16 | 5 | 3.9 | 10 | 1 | -31 | 14 | -1
13 | C[C@@H]1CCCCO[C@H](CN(C)Cc2ccccc2)[C@@H](C)CN([C@H](C)CO)C(=O)c2cc(NS(C)(=O)=O)ccc2O1 | 20 | 29 | 0.6 | 1 | 0 | 0[16.7 µM] | 11 | .
14 | CCOc1ccc(CCN2C(=S)N([C@@H](CC(C)C)CN3CCCC3CN3C(=S)NC[C@@H]3Cc3ccc(O)cc3)C[C@@H]2CC(C)C)cc1 (stereo partly specified) | 0 | -4 | 5.9 | 1 | 2 | -6 | -4 | .
15 | Cc1cccc(C)c1N1C(=O)CN(Cc2ccccc2)C1=S | -1 | -15 | -2.2 | -1 | . | . | . | 0
16 | O=C(O)CCCCCNS(=O)(=O)c1ccc2c(c1)OCCO2 | . | -2 | -1.2 | . | . | . | -9 | -4
17 | CN(C(=O)CCN1C(=O)/C(=C/c2ccccc2)SC1=S)C1CCS(=O)(=O)C1 (stereo unspecified) | 7 | -2 | 2.9 | 0 | -3 | -8 | -1 | -37
18 | Cc1ccccc1SCC(=O)OCC(=O)NCCNC(=O)COC(=O)CSc1ccccc1C | 10 | 14 | 2.9 | -1 | -5 | -3 | -11 | 0
19 | CC(C)N=C1SC(CC(=O)Nc2ccccc2)C(=O)N1C(C)C (stereo unspecified) | 1 | -9 | -0.1 | 4 | -2 | 5 | -5 | -3
20 | O=C(Cn1c(=O)n(CC(=O)NCc2ccccc2)c2ccccc21)NCc1ccccc1 | -11 | . | . | -1 | -2 | -7 | 9 | .
21 | COc1ccccc1NC(=O)CNS(=O)(=O)c1ccccc1 | -45 | 26 | . | -1 | -3 | -3 | 5 | 3
22 | Cc1cccc(N2CCN(C(=O)COc3cc(=O)n(C)c4ccccc34)CC2)c1C | 6 | . | . | 6 | -1 | -12 | 2 | -5
23 | COc1cccc(CN(C)C(=O)c2cccc(NC(=O)CC3SC(N4CCCCC4)=NC3=O)c2)c1OC (stereo unspecified) | 14 | 8 | -11 | -3 | 2 | -3 | 0 | 3
24 | O=C(COC(=O)c1cc(=O)[nH]c2ccccc12)Nc1ccc(F)cc1F | -2 | 2 | -0.3 | 1 | 5 | -3 | 3 | 3

Next part (four carried over from the part before).
item | molecule | C2C12 statin | INS-1E GSIS act | F508del corr | Cneo AK release | PglD DTNB | miR-122 sensor | PGC1a acetyl inh | FN deposition inh
21 | COc1ccccc1NC(=O)CNS(=O)(=O)c1ccccc1 | -45 | 26 | . | -1 | -3 | -3 | 5 | 3
22 | Cc1cccc(N2CCN(C(=O)COc3cc(=O)n(C)c4ccccc34)CC2)c1C | 6 | . | . | 6 | -1 | -12 | 2 | -5
23 | COc1cccc(CN(C)C(=O)c2cccc(NC(=O)CC3SC(N4CCCCC4)=NC3=O)c2)c1OC (stereo unspecified) | 14 | 8 | -11 | -3 | 2 | -3 | 0 | 3
24 | O=C(COC(=O)c1cc(=O)[nH]c2ccccc12)Nc1ccc(F)cc1F | -2 | 2 | -0.3 | 1 | 5 | -3 | 3 | 3
25 | Cn1c(=O)c2c(nc(SCC(=O)NCc3ccc4c(c3)OCO4)n2Cc2ccc(F)cc2)n(C)c1=O | 7 | . | . | -2 | -3 | 0 | 2 | -4
26 | CCN(CC(=O)Nc1c(F)cccc1F)C(=O)/C=C/c1ccc(OCC#N)c(OC)c1 | -10 | 39 | 3.2 | . | . | . | . | 1
27 | CC(C)CCn1c(=O)c2ccccc2n2c(=S)[nH]nc12 | -43 | 4 | 0.6 | 2 | -3 | 0 | . | 5
28 | Cc1nnnn1CC(=O)Nc1cccc([N+](=O)[O-])c1 | . | 12 | -1.9 | . | . | . | 1 | 2
29 | COCCSc1nnc(NC(=O)C2CCCCC2)s1 | 2 | . | . | -1 | -13 | 3 | -8 | -7
30 | COc1cccc(COc2ccc3ccc(=O)oc3c2)c1 | 5 | -2 | 1.1 | 0 | 6 | -7 | . | -2
31 | COC(=O)c1cc(Br)c(=O)n(Cc2ccncc2)c1 | 3 | . | . | -1 | 6 | 0 | 9 | .
32 | CO[C@H]1O[C@H](CO)[C@@H](OC(=O)Nc2cccc(F)c2)[C@@H]2OC(=O)[C@@H](Cc3ccccc3)C/C=C/C[C@H](Cc3ccccc3)C(=O)O[C@@H]12 | . | . | 0.1 | -12 | -4 | . | -19 | .
33 | CCOC(=O)c1sc(=S)n(-c2ccccc2)c1NC(C)=O | . | . | . | -2 | -5 | -7 | 2 | -6
34 | Cc1ccc(S(=O)(=O)Cn2cnnn2)cc1 | 4 | . | . | 1 | -2 | -4 | . | 17
35 | COc1ccc(N2CCN(C(c3cc4ccc(C)cc4[nH]c3=O)c3nnnn3C3CCCC3)CC2)cc1 (stereo unspecified) | 11 | . | . | 3 | -5 | -5 | 1 | 15
36 | Cc1cccc(C(=O)c2cn[nH]c2-c2ccccc2O)c1 | -10 | . | 2.8 | 3 | 9 | 6 | . | 11
37 | Cc1coc(C)c1C(=O)CC1(O)C(=O)N(CCc2ccccc2)c2ccccc21 (stereo unspecified) | 4 | . | . | -1 | 0 | 18 | -2 | -13
38 | CCN(CC)C(=O)c1sc(N)c(C(=O)OC(C)C)c1C | 1 | . | . | -2 | 0 | 8 | 7 | -7
39 | O=C(OCc1cn([C@@H]2CN(CC3CCCCC3)[C@@H](c3ccccc3)C[C@H]2O)nn1)c1ccccc1 | 12 | -17 | 2.3 | 2 | -1 | -5 | -9 | 2
40 | CN(C)C(=O)C[C@H]1C[C@@H]2c3cc(NC(=O)NC4CCCCC4)ccc3O[C@@H]2[C@H](CO)O1 | -2 | 1 | -1.6 | 0 | 0 | 0[16.7 µM] | -4 | 1
41 | CC(C)N(Cc1nc(-c2ccc(Cl)cc2)no1)C(=O)CCCN1C(=O)c2ccccc2C1=O | 7 | -30 | -2.3 | 4 | 2 | -2 | -8 | -3
42 | Cc1ccc(NC(=S)NC(C)(C)C)c([N+](=O)[O-])c1 | -4 | -10 | -1.0 | 12 | 4 | 16 | 9 | 2
43 | Cc1cccc(NC(=O)CSCC(=O)Nc2ccc(S(=O)(=O)N3CCCC3)cc2)c1 | 8 | 4 | 3.9 | . | . | -2 | -3 | -6
44 | O=C(O)C(c1ccccc1)N1C(=O)c2ccccc2C1=O (stereo unspecified) | 6 | 2 | 0.6 | 10 | 3 | 2 | 2 | 3
45 | CCCC(O)C#Cc1cnc2c(c1)C(=O)N([C@H](C)CO)C[C@H](C)[C@H](CN(C)Cc1ccccc1)O2 (stereo partly specified) | -17 | 15 | -1.8 | 1 | 4 | 8[16.7 µM] | -2 | .
46 | COc1ccc(C(=O)N2CCN(S(=O)(=O)c3ccc(C)cc3C)CC2)cc1OC | -11 | -16 | 1.0 | 0 | 1 | -7 | -1 | 7
47 | CCOc1ccc(CN2CCCC(CO)(Cc3ccccc3F)C2)cc1 (stereo unspecified) | 2 | -21 | -0.4 | 8 | -5 | 3 | . | 4
48 | CCOC(=O)c1c(C)n(C)c2ccc(OCC(O)CNCCc3ccccc3)cc12 (stereo unspecified) | -16 | -29 | 0.2 | 1 | 4 | -18 | 4 | -5
49 | CC(=O)Nc1cc(-c2cccc(F)c2)cn2c(-c3ccc(F)cc3)cnc12 | -3 | -18 | 0.9 | -1 | -7 | 1 | 12 | 7
50 | CCOc1ccccc1C(=O)OCC(=O)Nc1cc(S(=O)(=O)N2CCOCC2)ccc1C | -6 | -5 | 2.5 | -2 | -3 | 2 | -2 | -8
51 | Cn1c(NCCCN2CCOCC2)nc2c1c(=O)n(Cc1ccc(Cl)cc1)c(=O)n2C | -9 | . | . | -2 | -2 | 2 | -18 | 2
52 | COc1ccc(S(=O)(=O)N(C)CC(=O)Nc2cccc(C(C)=O)c2)cc1 | 11 | 6 | -2.7 | 1 | 5 | 3 | -11 | .
53 | CCOC(=O)[C@@H]1[C@H]2COc3ccccc3[C@@H]2N2C(=O)N(c3cccc(F)c3)C(=O)[C@@]12C | 0 | -13 | 3.6 | 3 | -4 | 6 | 0 | -9
54 | CC1CCN(CCCNC(=O)CCCNC(=O)Cn2cnc3sc4c(c3c2=O)CCCC4)CC1 | . | . | . | 0 | 3 | 1 | 0 | -6
55 | O=C(CNS(=O)(=O)c1ccc(Br)s1)NCc1ccc(F)cc1 | 10 | 24 | -2.5 | 1 | 1 | 0 | . | 4
56 | C[C@@H]1CCCCO[C@@H](CN(C)C(=O)c2ccccc2)[C@H](C)CN([C@@H](C)CO)C(=O)c2cc(NC(=O)Nc3ccc(F)cc3)ccc2O1 | . | -7 | 1.4 | 0 | 10 | -12[16.7 µM] | 10 | .
57 | CC1CCCCN1Cc1ccc(N(C)C)cc1 (stereo unspecified) | 5 | 4 | 0.1 | -1 | -1 | -2 | . | .
